Giardia FBPA inh – blocks Giardia fructose-bisphosphate aldolase activity | A8B2U2 | purified Giardia FBPA | Potency, µM (highest dose often 59.6 µM), without a hit: top-dose activity, negative = inhibition, hits mostly inhibitors | 0.71% of 290,000 active | AID 2451; further: potency means the concentration at half of the fitted maximal effect; nearly all actives have a fitted effect of over 55% in size
Target sequence (A8B2U2 whole entry, looked up): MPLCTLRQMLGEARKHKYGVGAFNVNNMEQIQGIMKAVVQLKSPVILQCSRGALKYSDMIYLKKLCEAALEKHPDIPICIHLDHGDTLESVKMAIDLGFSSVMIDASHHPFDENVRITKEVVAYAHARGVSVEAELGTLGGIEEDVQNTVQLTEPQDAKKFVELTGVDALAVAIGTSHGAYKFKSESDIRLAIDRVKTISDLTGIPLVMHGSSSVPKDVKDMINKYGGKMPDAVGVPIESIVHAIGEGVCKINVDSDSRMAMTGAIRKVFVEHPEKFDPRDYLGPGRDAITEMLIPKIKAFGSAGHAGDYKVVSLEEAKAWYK
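Giardia FBPA (40 nM reagent) was preincubated 10 min at RT with compound (up to 57.5 uM final), then substrate plus GAPDH/TPI/NAD/arsenate coupling system with diaphorase/resazurin was added; resorufin fluorescence (525/598 nm) was read after 20 min.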
Sm TGR block – blocks Schistosoma mansoni thioredoxin glutathione reductase; purified TGR, DTNB reduction, TNB absorbance 405 nm; Potency, µM (highest dose often 114 µM), for inactives: top-dose activity change, negative = inhibition, usual class: inhibitors; 3% of 360,000 active; AID 485364; further: potency means the concentration at half of the fitted maximal effect; nearly all actives have a fitted effect of over 60% in size
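First, TGR (20 nM dispensed) and NADPH were mixed with compound. Second, a 15 min room-temperature incubation followed. Third, further NADPH and then DTNB were added to start the reaction. Finally, TNB absorbance was monitored kinetically.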
AmpC detergent – blocks E. coli AmpC beta-lactamase in detergent assay; 0.041% of 370,000 active; AmpC hydrolysis of nitrocefin, absorbance 480 nm, 0.01% Triton; Potency, µM (series often up to 114 µM), inactives show at the highest dose activity change, negative = inhibition, actives largely listed as inhibitors; AID 485294; P00811;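 further: potency means the concentration at half of the fitted maximal effect; 0% = no-compound wells and -100% = no-enzyme wells; nearly all actives have a fitted effect of over 25% in size; some results filed as inactive show a strong effect at the top dose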
Target sequence (P00811 whole entry, looked up): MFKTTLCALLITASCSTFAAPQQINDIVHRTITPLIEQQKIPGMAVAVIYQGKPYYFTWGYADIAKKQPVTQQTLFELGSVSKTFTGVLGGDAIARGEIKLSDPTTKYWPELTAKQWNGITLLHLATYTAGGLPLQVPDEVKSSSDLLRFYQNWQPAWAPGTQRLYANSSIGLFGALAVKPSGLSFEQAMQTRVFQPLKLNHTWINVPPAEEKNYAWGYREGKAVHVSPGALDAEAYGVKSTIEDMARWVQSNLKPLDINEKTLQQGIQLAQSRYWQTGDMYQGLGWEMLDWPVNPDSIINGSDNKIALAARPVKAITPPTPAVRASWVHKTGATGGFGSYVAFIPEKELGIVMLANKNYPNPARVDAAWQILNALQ
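20 mM phosphate pH 7.0 + 0.01% (detergent screen) or 0.0001% Triton X-100; 5.3 nM AmpC reagent; cpd preinc 15 min RT; nitrocefin (800 uM stock) to start; A480 q20 s × 4 min; Activity was normalised to no-enzyme and no-compound control wells.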
AMA1 RON2 block – AMA1-RON2 (P. falciparum) interaction inhibition; Potency, µM (titrated, usually from 58.2 µM), for inactives: top-dose activity change, negative = inhibition, usual class: inhibitors; 0.2% of 360,000 active; AlphaScreen AMA1-biotinylated RON2 peptide binding; AID 720542;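 further: potency means the concentration at half of the fitted maximal effect; 0% = vehicle wells and -100% = peptide control; nearly all actives have a fitted effect of over 45% in size; some results filed as inactive show a strong effect at the top dose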
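AMA1 (3D7) with his tag at 25 nM final met compounds first, then biotinylated RON2 peptide at 25 nM; detection used donor plus acceptor beads, 10 µg/mL apiece, read by AlphaScreen after 30 min at room temperature.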
HCMV inh – human cytomegalovirus inhibition | activity change, negative = inhibition, % at 57.5 µM | 4.5% of 410,000 active | HFF cells, HCMV-luciferase reporter, 72 h; stronger effect = lower value; in the data active means activity change below about -60%; inconclusive means no clear call, values can overlap the other calls; inactive means above about -39%
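After 16 h attachment at 37C, HFF cells received test compound and HCMV-luciferase (1 PFU/cell); reporter luminescence read 72 h later, data normalized against buffer-only and known inhibitor Salinomycin.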
HCV inh – HCV inhibition. Huh7.5.1 HCVcc-Cre infection, luciferase reporter, 44 h. Potency, µM (series often up to 41.8 µM), for inactives: top-dose activity change, negative = inhibition, usual class: inhibitors. 3.4% of 340,000 active. AID 651820; further: potency means the concentration at half of the fitted maximal effect
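Antiviral activity was scored by luciferase reporter output from cells infected with HCVcc-Cre (~0.5 moi) in presence of compound, 44 h infection period, cells seeded 1,000/well 4 h prior.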
Active calls of the source: *; ? = inconclusive; . = not tested or not shown; & = joins results of further samples; [ ] = another dose, or the depositor's remark. Unless noted, the call rests on the fitted dose curve; in most records, active means well fitted curve in the direction sought with a large enough effect; inconclusive means small, poorly fitted or top-dose-only effect, or another doubt; inactive means no such curve, though single readings can be large; an effect the other way counts as inactive or inconclusive. Unless noted, on the % scale 0 is the no-effect control and ±100 the full control effect.

SMILES	Giardia FBPA inh	Sm TGR block	AmpC detergent	AMA1 RON2 block	HCMV inh	HCV inh
CS(=O)(=O)N1CCC(C(=O)Nc2ccccc2Sc2ccccc2)CC1	-2.1%	-3.7%	-1.9%	-6.3%	11.5	2.5%
CCOC(=O)c1ccccc1NC(=O)n1ncc2cc(Cl)ccc21	.	-7.2%	0.4%	.	22.6	.
COc1ccc(NC(=O)CSc2ccc3c4c(cccc24)C(=O)c2ccccc2-3)cc1	-0.5%	9.2%	-1.7%	4.2%	?	?
CCOC(=O)CS(=O)(=O)c1ccccc1	6.9%	?	3.9%	-10.8%	43.2	2.5%
C=CCN(c1ccccc1)S(=O)(=O)c1cccc(C(=O)NCC(c2ccccc2OC)N2CCCC2)c1 (stereo unspecified)	.	2.2%	-11.4%	-3.9%	-2.9	?
Brc1ccc(Br)c2cnccc12	.	.	.	33.6%[activator]	-25.7	13.6%
CCCc1nc2ccccc2c(C(=O)OCc2nnc(-c3cc(OC)c(OC)c(OC)c3)o2)c1CC	-4.7%	-20.0%	?	-6.9%	80.6	2.82µM*
COc1ccc(N(CC(=O)N/N=C/c2ccc(OC)c(OC)c2)S(=O)(=O)c2ccccc2)cc1	15.2%	-8.3%	2.3%	-0.3%	-2.1	?
CCn1c(C)cc(C)c(C#N)c1=O	0.5%	18.2%	2.3%	0.0%	5.2	0.2%
CCCC(=O)Nc1c(C(=O)N2CCN(c3ccccc3)CC2)oc2ccccc12	.	4.3%	13.4%	.	-25.7	.
CCOC(=O)c1ccc2c(c1)N(C(CC)C(=O)Nc1ccccc1OC)C(=O)c1ccccc1S2 (stereo unspecified)	.	-6.9%	10.8%	.	-5.5	.
CCc1nnc(NC(=O)CSc2nnc(-c3ccoc3C)n2-c2cccc(C)c2)s1	-11.6%	-32.4%	1.9%	0.0%	46.5	-16.5%
CC(NC(=O)CNC(=O)c1cccs1)c1cccc(C(F)(F)F)c1 (stereo unspecified)	.	.	.	11.3%	-15.6	-0.2%
O=C(Nc1ccc(Br)cn1)c1ccc(Br)s1	3.1%	-23.2%	3.4%	0.0%	-99.3*	?
CC(=O)N1CCN(C(C)=O)C1c1ccccc1	1.9%	2.3%	-15.3%	3.9%	-17.6	2.4%
CCn1cc([N+](=O)[O-])c(C(=O)Nc2ccc3c(c2)OCCO3)n1	1.4%	-15.2%	2.6%	0.3%	-12.0	-4.4%
COc1cccc(S(=O)(=O)NCc2ccc3c(c2)OCO3)c1	-14.7%	2.6%	-2.4%	-6.0%	8.8	2.2%
O=C(NCC(c1ccco1)N1CCCCC1)c1ccc([N+](=O)[O-])s1 (stereo unspecified)	.	.	.	6.2%	9.3	0.562µM*
CCCN(CCC)S(=O)(=O)c1cc2c3c(c1)CCN3C(=O)CC2	-9.1%	-3.4%	?	7.0%	9.8	9.6%
CCCCCc1nnc(NC(=O)c2ccc(=O)n(C)n2)s1	-4.1%	-7.2%	2.0%	28.5%	4.6	-25.2%
COc1ccc(Cl)cc1-c1nc(SCC(N)=O)n[nH]1	2.3%	0.0%	-1.0%	7.3%	-36.0	?
CCC1(c2ccc(-c3ccccc3)cc2)C(=O)NC(=O)NC1=O	0.0%	3.9%	-13.4%	17.3%	57.8	-5.6%
N/C(=N\OC(=O)CCCc1ccccc1)c1ccc([N+](=O)[O-])cc1	6.4%	-4.9%	-10.2%	-7.9%	-15.4	14.2%
O=C(NNC1=NCCC1)c1ccc(Br)cc1	7.2%	-3.3%	?	53.2%[activator]	67.2	14.1%
CCOC(=O)c1cc(C)n(-c2ccc(Cl)cc2)c1C	0.2%	-1.1%	6.7%	?	-5.3	-2.7%
Cc1ccc(-c2nc(-c3cccnc3)sc2CC(=O)O)cc1	-0.4%	-18.4%	-1.3%	-7.6%	?	-1.5%
Cc1ccc(C)c(NC(=O)C2CC(O)CN2C(=O)OC(C)(C)C)c1 (stereo unspecified)	5.5%	-3.1%	-7.9%	1.3%	8.5	21.1%
CN(C)CCNC(=O)C(=O)NCC(c1cccnc1)N1CCN(c2ccccc2)CC1 (stereo unspecified)	.	-2.0%	16.6%	.	4.6	.
O=C(NCCc1ccccn1)C(F)(F)C(F)(F)C(F)(F)C(F)(F)C(F)(F)C(F)F	0.9%	-9.2%	?	28.4%	46.7	9.8%
COc1ccc(NC(=O)COC(=O)c2ccc3c(c2)OCCO3)cc1OC	.	7.3%	-2.7%	-5.2%	-17.8	?
Cc1ccc(CNC(=O)CCC2CCCN(Cc3cccc4cccnc34)C2)o1 (stereo unspecified)	-11.7%	?	-3.2%	-9.2%	94.1	-17.4%
O=C(Nc1ccc(OCc2ccccc2)cc1)c1ccccc1	0.9%	-0.4%	-16.7%	-4.9%	9.4	21.2%
C=CCC1(C(=O)NCCO)CCN(C(=O)OC(C)(C)C)CC1	-7.8%	-22.0%	?	3.0%	91.3	4.4%
COc1ccc2[nH]cc(CCNCc3cccnc3)c2c1	?	-0.2%	-9.6%	-0.4%	-12.7	7.0%
CC(C)[C@H](NS(=O)(=O)c1ccccc1)C(=O)OCC(=O)NC1CCCCC1	.	.	.	12.9%	-4.5	6.3%
Cc1n[nH]c(C)c1CCC(=O)N/N=C/C=C/c1ccccc1	-5.9%	1.4%	?	5.7%	-25.1	-1.2%
CNC(=O)NC(=S)NC(=O)c1ccccc1Cl	?	-0.9%	-12.9%	15.5%	-22.5	-9.7%
OC(COc1ccc2cc(Br)ccc2c1)CN1CCN(c2ccccn2)CC1 (stereo unspecified)	8.2%	0.4%	-8.0%	-7.1%	43.8	?
COc1cccc(-c2nc(CS(=O)(=O)CC(=O)Nc3cc(C)ccc3C)c(C)o2)c1	-0.4%	-16.3%	?	8.5%	25.3	0.6%&-7.1%
Cc1ccc(-n2ncc3c(=O)[nH]c(SCC(=O)N4CCCC4)nc32)cc1C	-0.7%	-11.5%	?	16.0%	-7.7	-3.9%[8.37 µM]
Clc1cccc(-n2ncc3c(NCCCN4CCOCC4)ncnc32)c1	.	2.7%	-2.2%	.	6.3	.
COc1ccc(-c2nc3ccccc3c(=O)n2CCCN2CCOCC2)cc1	1.8%	-1.8%	0.3%	3.9%	-22.9	?
COc1ccc(C(C(=O)NCC2CCCO2)N(C(=O)CNC(=O)c2cccs2)c2ccc(C)cc2)cc1OC (stereo unspecified)	-1.0%	5.8%	-0.4%	-10.6%	-29.4	3.9%
Cc1cc(SCc2cccc([N+](=O)[O-])c2)nc(=O)[nH]1	.	-29.0%	-12.5%	-9.7%	12.0	-6.4%
Fc1ccc(CNC(=S)NCc2cccc(Cl)c2)cc1	.	-5.0%	3.5%	14.6%	-22.8	4.6%

Just AMA1 RON2 block and AmpC detergent (two entries from above):
molecule	AMA1 RON2 block	AmpC detergent
Cc1cc(SCc2cccc([N+](=O)[O-])c2)nc(=O)[nH]1	-9.7%	-12.5%
Cc1ccc(-n2ncc3c(=O)[nH]c(SCC(=O)N4CCCC4)nc32)cc1C	16.0%	?

More structures
SMILES	Giardia FBPA inh	Sm TGR block	AmpC detergent	AMA1 RON2 block	HCMV inh	HCV inh
CN(C)S(=O)(=O)NCC1CCCN(Cc2cc3ccccc3s2)C1 (stereo unspecified)	.	.	.	-4.9%	-7.8	-17.8%
CCN1C(=O)CSc2ccc(C(=O)NCc3ccccc3OC)cc21	13.9%	-15.3%	2.1%	-5.4%	43.6	?
CCOC(=O)c1nc2sc3c(c2c(=O)[nH]1)CCCC3	-14.5%&-0.7%	1.5%&7.3%	3.5%&4.1%	-4.0%	11.7	12.7%
Nc1nc(Nc2ccccc2)nc(N2CCOCC2)c1[N+](=O)[O-]	1.3%	1.4%	4.6%	-15.7%	-4.7	0.2%
Cc1ccc(N2CCN(c3ccc([N+](=O)[O-])cn3)CC2)c(C)c1	6.8%	-17.7%	-10.3%	-10.1%	-6.0	-14.0%
CC1CCN(Cc2c(C(=O)N3CCc4ccccc4C3)nc3ccc(Cl)cn23)CC1	.	-28.0%	5.0%	13.0%	8.5	6.8%
COc1cc(/C=N/NC(=S)Nc2cccnc2)cc(OC)c1O	-20.1%	-21.6%	4.3%	37.8%[activator]	7.4	14.8%
C=CCc1cccc(C2Nc3ccccc3C(=O)N2O)c1O (stereo unspecified)	5.7%	?	5.7%	91.8%[activator]	-14.7	-5.9%
C=CCOC(=O)C1=C[C@H](c2ccc(C(F)(F)F)cc2)C[C@H](OCCCCO)O1	.	.	.	1.1%	16.0	19.8%
C=CCn1nc(-c2ccccc2)c2c(C)onc2c1=O	2.3%	-3.7%	-3.0%	-2.5%	-24.0	7.2%
COC(=O)c1cc(OC)c(OC)cc1NC(=O)c1cnccn1	1.5%	-8.8%	-7.4%	.	.	-0.4%
CCN1CCC(N2CCN(c3ccc(F)cc3)CC2)CC1	?	-0.9%	?	18.4%	11.4	-24.7%
COc1cc(C(=O)NCCOc2cc(C)ccc2C(C)C)cc(OC)c1OC	11.5%	-12.0%	-1.8%	-7.6%	-67.0*	2.82µM*
CC(C)(C)C1(O)CC(C(F)(F)F)=NN1C(=O)Cc1ccc([N+](=O)[O-])cc1 (stereo unspecified)	0.3%	-2.1%	?	14.2%	21.6	9.6%
CC(C)CC(NC(=O)OC(C)(C)C)C(=O)NCc1ccccc1 (stereo unspecified)	-2.1%	-25.0%	?	-0.5%	4.6	19.9%
O=C(NCCN1CCOCC1)c1cccs1	15.3%	-10.0%	1.2%	9.3%	3.6	12.7%
Cc1cnc(C(=O)OCc2csc(CC(=O)Nc3ccccc3C)n2)cn1	.	0.6%	?	8.2%	0.9	16.1%
CC(C)(O)C1CC[C@@](C)([C@@H]2CC[C@]3(C)[C@H]2[C@H](O)CC2[C@@]4(C)CCC(O)C(C)(C)C4C(OC4OC(CO)C(O)C(O)C4O[C@@H]4OCC(O)C(O)C4O)C[C@]23C)O1 (stereo partly specified)	.	.	.	5.3%	-4.6	9.9%
CC(C)c1ccc(NC2CCCN(C(=O)CCN3Cc4ccccc4C3=O)C2)cc1 (stereo unspecified)	.	-16.1%	3.8%	-1.5%	14.9	-11.0%
COc1ccc(CNC(=O)CCn2c(=O)c3cccn3c3ccc(F)cc32)cc1	.	2.6%	-3.7%	-17.8%	-27.7	-16.6%

3 compounds out of the list, ordered by length of the SMILES, low to high:
SMILES	Giardia FBPA inh	Sm TGR block	AmpC detergent	AMA1 RON2 block	HCMV inh	HCV inh
Cc1cnc(C(=O)OCc2csc(CC(=O)Nc3ccccc3C)n2)cn1	.	0.6%	?	8.2%	0.9	16.1%
COc1ccc(CNC(=O)CCn2c(=O)c3cccn3c3ccc(F)cc32)cc1	.	2.6%	-3.7%	-17.8%	-27.7	-16.6%
CC(C)c1ccc(NC2CCCN(C(=O)CCN3Cc4ccccc4C3=O)C2)cc1 (stereo unspecified)	.	-16.1%	3.8%	-1.5%	14.9	-11.0%

Grouped by structure: those above containing a CF3 group (3)
SMILES	Giardia FBPA inh	Sm TGR block	AmpC detergent	AMA1 RON2 block	HCMV inh	HCV inh
CC(NC(=O)CNC(=O)c1cccs1)c1cccc(C(F)(F)F)c1 (stereo unspecified)	.	.	.	11.3%	-15.6	-0.2%
C=CCOC(=O)C1=C[C@H](c2ccc(C(F)(F)F)cc2)C[C@H](OCCCCO)O1	.	.	.	1.1%	16.0	19.8%
CC(C)(C)C1(O)CC(C(F)(F)F)=NN1C(=O)Cc1ccc([N+](=O)[O-])cc1 (stereo unspecified)	0.3%	-2.1%	?	14.2%	21.6	9.6%
